TLR4 MyD88 comp: inhibitors of TLR4-MyD88 association in cells, primary screen, cell-based, HeLa CL3-4, BLA complementation, FRET ratio. Toll-like receptor 4 (Homo sapiens) + Myeloid differentiation primary response protein …. HeLa CL3-4 TLR4/MyD88 BLA complementation. inhibition, % at 8.4 µM. 200,000 compounds, 0.18% hits. AID 861, 2007; in the data active = inhibition above about 25%;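 note: 0% = vehicle and 100% = reference inhibitor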
Target sequence (O00206 whole entry, looked up): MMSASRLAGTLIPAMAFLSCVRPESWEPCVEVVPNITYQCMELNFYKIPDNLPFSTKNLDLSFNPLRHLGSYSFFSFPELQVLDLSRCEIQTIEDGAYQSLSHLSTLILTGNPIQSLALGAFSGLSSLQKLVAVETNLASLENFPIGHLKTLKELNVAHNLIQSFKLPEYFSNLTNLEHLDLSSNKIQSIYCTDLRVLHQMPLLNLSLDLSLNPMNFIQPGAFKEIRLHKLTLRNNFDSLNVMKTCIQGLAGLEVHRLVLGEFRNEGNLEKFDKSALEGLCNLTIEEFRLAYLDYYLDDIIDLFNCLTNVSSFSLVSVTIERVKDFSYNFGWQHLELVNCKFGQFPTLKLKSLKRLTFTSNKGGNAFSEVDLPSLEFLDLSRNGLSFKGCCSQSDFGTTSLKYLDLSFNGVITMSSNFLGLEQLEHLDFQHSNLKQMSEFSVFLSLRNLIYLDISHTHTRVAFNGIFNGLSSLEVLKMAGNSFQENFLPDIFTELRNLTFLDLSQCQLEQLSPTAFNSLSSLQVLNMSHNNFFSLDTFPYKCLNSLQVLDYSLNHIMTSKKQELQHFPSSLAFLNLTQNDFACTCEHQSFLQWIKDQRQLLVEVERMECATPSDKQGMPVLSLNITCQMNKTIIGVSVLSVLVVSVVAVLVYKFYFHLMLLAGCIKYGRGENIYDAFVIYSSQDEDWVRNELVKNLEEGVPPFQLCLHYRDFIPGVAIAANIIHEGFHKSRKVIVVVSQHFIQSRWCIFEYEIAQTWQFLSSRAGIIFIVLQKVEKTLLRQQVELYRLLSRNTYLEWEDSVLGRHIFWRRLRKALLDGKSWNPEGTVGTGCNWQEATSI
Target sequence (Q99836 whole entry, looked up): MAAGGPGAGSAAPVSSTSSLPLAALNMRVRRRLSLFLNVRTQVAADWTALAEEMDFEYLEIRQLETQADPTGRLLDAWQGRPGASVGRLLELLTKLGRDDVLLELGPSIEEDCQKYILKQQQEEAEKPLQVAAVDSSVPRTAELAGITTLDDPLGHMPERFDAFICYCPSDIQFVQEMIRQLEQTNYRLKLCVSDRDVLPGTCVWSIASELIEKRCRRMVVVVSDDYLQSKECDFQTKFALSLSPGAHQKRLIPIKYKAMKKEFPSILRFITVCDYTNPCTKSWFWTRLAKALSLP
STAT1 activator: STAT1 signaling activators, primary screen, cell-based, HTS, luciferase reporter | NIH 3T3 STAT1-luciferase reporter, IFN-gamma, luminescence; 100% = IFN-gamma alone, no compound | activation (% of control), % at 5.5 µM | 200,000 compounds, 2.6% hits | AID 932, 2007;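 active = activation above the screen-wide mean activation plus 3 SD, cut at about 130% in these data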;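 note: raw ratio to IFN-gamma control signal so 100% means no change and 0% no light; values of inactives mirror those of a sister screen read the other way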
STAT3 act: IL-6 driven STAT3 reporter potentiators, primary screen, U3A cells, luciferase, luminescence, MLSCN library. IL-6 STAT3-luciferase reporter; 100% = signal with IL-6 EC80 alone. activation (% of control), % at 5.6 µM. 190,000 compounds, 0.91% hits;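 active = activation above the screen-wide mean of compound activation plus 3 SD, cut at about 130% in these data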;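 note: 0% = background luminescence of wells with medium and substrate only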
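system = STAT3-luciferase reporter U3A cells | reagent = IL-6 stimulus at 33 ng/mL final | timing = 1 h compound pre-exposure, 6 h IL-6 stimulation, 37 °C | measured by = luminescence | evaluation = % activation versus median of IL-6-stimulated wells | control set = IL-6-only wells as 100% reference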
Diaphorase act: compounds boosting diaphorase resazurin reduction – biochemical, uHTS, resorufin fluorescence, counter-screen for diaphorase-coupled primary assays, primary screen. Diaphorase/resazurin coupled assay, 16 min; hits give high values; 1 = vehicle wells, 0 = NADH-free wells. activation factor at 20 µM. 190,000 compounds, 0.005% hits. AID 1229, 2008;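 active = diaphorase activity raised at least twofold by the compound at 20 µM; inactive = activation factor below 2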
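Test system: Clostridium kluyveri diaphorase, purified enzyme; input: enzyme 0.07 U/mL final; buffer or medium: 50 mM HEPES pH 7.4 with 4.542 mM MgCl2, 0.005% Tween 20; also added: 0.114 mM NADH and 0.1 mM resazurin, final amounts; schedule: 16 min enzyme reaction, ambient temperature; technique: fluorescence of resorufin, 544 nm excitation, 590 nm emission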
G6PDH CS: L. mesenteroides G6PDH inhibitors, counter-screen for G6PDH-coupled screening assays, biochemical, Leuconostoc mesenteroides enzyme; glucose-6-phosphate dehydrogenase [Leuconostoc mesenteroides]; Purified L. mesenteroides G6PDH, diaphorase/resazurin coupled fluorescence, 45 min; inhibition, % at 5 µM; 200,000 compounds, 0.12% hits; AID 1020, 2008; in the data active = inhibition above about 50%
STAT3 inh: IL-6 driven STAT3 reporter inhibitors, primary screen, U3A cells, luciferase, luminescence, MLSCN library | IL-6 STAT3-luciferase reporter; host cell line lacks STAT1 | inhibition, % at 5.5 µM | 190,000 compounds, 0.89% hits | AID 862, 2007;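 active = inhibition above the mean inhibition across all screened compounds plus 3 SD, cut at about 44% in these data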;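 note: 0% = DMSO only wells and 100% = 100 µM nifuroxazide control wells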
Diaph inh CS: diaphorase inhibitors and chemical oxidizers, primary screen, counter-screen for diaphorase-coupled primary assays, biochemical, uHTS, resorufin fluorescence. 190,000 compounds, 0.69% hits. inhibition, % at 20 µM. AID 1217, 2008. diaphorase resazurin-to-resorufin fluorescence, NADH, 16 min; bacterial (C. kluyveri) enzyme, not human;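 active = primary screen inhibition at 20 µM above a set limit, cut at about 50% in these data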;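 note: plate controls were DMSO with full reaction for no effect and wells lacking NADH for full effect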
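Detection: fluorescence of resorufin formed from resazurin, Ex 544/Em 590 nm; test system: Clostridium kluyveri diaphorase enzyme; amount: 0.14 U/mL diaphorase, enzyme working solution; times: 16-min room-temperature incubation before reading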
Hsp70 act: Hsp70 transcriptional activators, primary screen, cell-based, HeLa, Hsp70 promoter luciferase, luminescence, 10 µM | HeLa Hsp70 promoter luciferase reporter; scaled: vehicle 0, proteasome-inhibitor control 100% | activation, % at 10 µM | 200,000 compounds, 0.04% hits;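 active = activation above the mean across all tested compounds plus 3 SD, cutoff set per campaign, cut at about 5.5% in these data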;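 note: 100% = MG132 at 30 µM as the positive control and 0% = DMSO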
STAT1 blocker: STAT1 signaling inhibitors, primary screen, cell-based, HTS, luciferase reporter | NIH 3T3 STAT1-luciferase reporter, IFN-gamma, luminescence | inhibition, % at 5.5 µM | 200,000 compounds, 0.35% hits;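 active = inhibition above a set limit, the mean inhibition across all tested compounds plus 3 SD, cut at about 34% in these data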;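 note: 0% = IFN-gamma with DMSO and 100% = IFN-gamma with 300 µM nifuroxazide; values of inactives mirror those of a sister screen read the other way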
APP 5UTR inh: inhibitors of APP translation via 5'UTR reporter, primary screen, APP 5'UTR luciferase, SH-SY5Y cells. inhibition, % at 2 µM. 190,000 compounds, 0.82% hits. SH-SY5Y APP 5'UTR-luciferase reporter, luminescence. AID 1285, 2008;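 active = inhibition above a set limit, derived from the sample mean plus 3 SD, cut at about 45% in these data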; note: values of inactives mirror those of a sister screen read the other way
Numbers without * were called inactive.

The opening two records, to show the layout:
CCOc1[nH]n(-c2ccc(Cl)cc2)c(=O)c1C=Nc1ccc(Cl)cc1 was read as TLR4 MyD88 comp 0, STAT1 activator 99, STAT3 act 96, Diaphorase act 0.9, G6PDH CS 3, STAT3 inh 16, Diaph inh CS 6, Hsp70 act 0.2, STAT1 blocker 1 and APP 5UTR inh 12.
`O=C(Nc1ccc2oc(-c3cccnc3)nc2c1)c1ccco1` gave TLR4 MyD88 comp -12, STAT1 activator 107, STAT3 act 80, Diaphorase act 0.8, G6PDH CS 4, STAT3 inh 26, Diaph inh CS 17, Hsp70 act -0.1, STAT1 blocker -8 and APP 5UTR inh -21.

This part in full, previewed entries included:
CCOc1[nH]n(-c2ccc(Cl)cc2)c(=O)c1C=Nc1ccc(Cl)cc1 was read as TLR4 MyD88 comp 0, STAT1 activator 99, STAT3 act 96, Diaphorase act 0.9, G6PDH CS 3, STAT3 inh 16, Diaph inh CS 6, Hsp70 act 0.2, STAT1 blocker 1 and APP 5UTR inh 12.
`O=C(Nc1ccc2oc(-c3cccnc3)nc2c1)c1ccco1` gave TLR4 MyD88 comp -12, STAT1 activator 107, STAT3 act 80, Diaphorase act 0.8, G6PDH CS 4, STAT3 inh 26, Diaph inh CS 17, Hsp70 act -0.1, STAT1 blocker -8 and APP 5UTR inh -21.
`Clc1ccc(-c2csc(=Nc3cccnc3)n2CCCn2ccnc2)cc1Cl` gave TLR4 MyD88 comp -1, STAT1 activator 95, STAT3 act 105, Diaphorase act 1, G6PDH CS -4, STAT3 inh -4, Diaph inh CS 5, Hsp70 act -0.4, STAT1 blocker 5 and APP 5UTR inh 6.
Screening C=CCOc1ccc(C(=O)CC)cc1OC returned TLR4 MyD88 comp -1, STAT1 activator 99, STAT3 act 78, Diaphorase act 0.9, G6PDH CS 8, STAT3 inh 28, Diaph inh CS 8, Hsp70 act -0.3, STAT1 blocker 1 and APP 5UTR inh -7.
CN(C)S(=O)(=O)c1cc(NC(=O)CN2CCNC(=O)C2)ccc1Cl was read as TLR4 MyD88 comp 2, STAT1 activator 101, STAT3 act 100, Diaphorase act 1, G6PDH CS 4, STAT3 inh 0, Diaph inh CS 0, Hsp70 act 0.1, STAT1 blocker -1 and APP 5UTR inh -3.
For CCCCn1c(/N=C/c2ccc(N(C)C)cc2)nc2ccccc21 the results were TLR4 MyD88 comp 5, STAT1 activator 91, STAT3 act 103, Diaphorase act 0.9, G6PDH CS 2, STAT3 inh -4, Diaph inh CS 15, Hsp70 act -0.2, STAT1 blocker 10 and APP 5UTR inh -2.
CC(=O)Nc1cccc(Oc2cc(C#N)c(C#N)cc2N2CCCCCC2)c1 was read as TLR4 MyD88 comp -2, STAT1 activator 98, STAT3 act 98, Diaphorase act 0.7, G6PDH CS -25, STAT3 inh 6, Diaph inh CS 35, Hsp70 act -0.2, STAT1 blocker 2 and APP 5UTR inh 1.
Screening COC(=O)c1c(NC(=O)c2ccco2)sc(C(=O)N2CCCC2)c1C returned TLR4 MyD88 comp -21, STAT1 activator 100, STAT3 act 102, Diaphorase act 0.8, G6PDH CS 7, STAT3 inh 4, Diaph inh CS 23, Hsp70 act -0.1, STAT1 blocker 0 and APP 5UTR inh -5.
Screening COc1cc(NC(=O)c2cccs2)c(C(=O)OCC(=O)NCc2ccco2)cc1OC returned TLR4 MyD88 comp -11, STAT1 activator 103, STAT3 act 88, Diaphorase act 0.9, G6PDH CS 5, STAT3 inh 18, Diaph inh CS 13, Hsp70 act -0.1, STAT1 blocker -2 and APP 5UTR inh -11.
CC(C)(C)c1ccc(-c2nc(-c3ccncc3)no2)cc1 was read as TLR4 MyD88 comp -11, STAT1 activator 130*, STAT3 act 69, Diaphorase act 0.9, G6PDH CS 4, STAT3 inh 41, Diaph inh CS 12, Hsp70 act -0.1, STAT1 blocker -33 and APP 5UTR inh -216.
Screening CCn1c(SCC(=O)O)nnc1-c1ccc2[nH]c(C)c(C)c2c1 returned TLR4 MyD88 comp -4, STAT1 activator 97, STAT3 act 97, Diaphorase act 1.1, G6PDH CS 1, STAT3 inh 7, Diaph inh CS -9, Hsp70 act -0.5, STAT1 blocker 3 and APP 5UTR inh -7.
CCN(CCNC(=O)c1ccc(CSc2nc3ccncc3[nH]2)cc1)c1ccccc1 was read as TLR4 MyD88 comp -9, STAT1 activator 95, STAT3 act 105, Diaphorase act 1, G6PDH CS 12, STAT3 inh -5, Diaph inh CS -5, Hsp70 act -0.2, STAT1 blocker 6 and APP 5UTR inh 3.
Cc1ccc(S(=O)(=O)N2CCCCC2)cc1NC(=O)COC(=O)CNC(=O)c1cc(Cl)cc([N+](=O)[O-])c1 was read as TLR4 MyD88 comp -11, STAT1 activator 98, STAT3 act 103, Diaphorase act 0.9, G6PDH CS 14, STAT3 inh 5, Diaph inh CS 13, Hsp70 act 0.2, STAT1 blocker 3 and APP 5UTR inh -8.
Screening COCCN(CCOC)S(=O)(=O)c1ccc(C(=O)Nc2nnc(CSC)o2)cc1 returned TLR4 MyD88 comp 10, STAT1 activator 105, STAT3 act 111, Diaphorase act 0.8, G6PDH CS -4, STAT3 inh -12, Diaph inh CS 18, Hsp70 act -0.1, STAT1 blocker -6 and APP 5UTR inh -3.
Screening Cc1ccc(N2C(=O)N(CC(=O)c3cc(C)ccc3C)C(=O)C2C)cc1 (centres undefined) returned TLR4 MyD88 comp 8, STAT1 activator 108, STAT3 act 106, Diaphorase act 0.9, G6PDH CS -12, STAT3 inh -3, Diaph inh CS 14, Hsp70 act -0.3, STAT1 blocker -9 and APP 5UTR inh -11.
CCCC(=O)c1cc2c(cc1NC(=O)c1cccs1)OCCO2 was read as TLR4 MyD88 comp 7, STAT1 activator 107, STAT3 act 113, Diaphorase act 1, G6PDH CS 14, STAT3 inh -11, Diaph inh CS 4, Hsp70 act -0.1, STAT1 blocker -7 and APP 5UTR inh 4.
`COCCn1nc2cc(C(=O)NCc3cc(C(F)(F)F)cc(C(F)(F)F)c3)ccc2c1OC` gave TLR4 MyD88 comp -17, STAT1 activator 103, STAT3 act 87, Diaphorase act 0.8, G6PDH CS 15, STAT3 inh 20, Diaph inh CS 16, Hsp70 act 0.1, STAT1 blocker -3 and APP 5UTR inh -13.
O=S(=O)(c1ccccc1)c1nc(-c2ccco2)oc1NCc1cccnc1 was read as TLR4 MyD88 comp -5, STAT1 activator 97, STAT3 act 101, Diaphorase act 0.9, G6PDH CS 6, STAT3 inh 5, Diaph inh CS 8, Hsp70 act -0.5, STAT1 blocker 4 and APP 5UTR inh 4.
Screening CCCC(=O)c1c[nH]c(C(=O)NCc2ccco2)c1 returned TLR4 MyD88 comp 6, STAT1 activator 103, STAT3 act 102, Diaphorase act 0.8, G6PDH CS 14, STAT3 inh 4, Diaph inh CS 15, Hsp70 act -0.3, STAT1 blocker -3 and APP 5UTR inh 0.
CCOc1ncccc1C(=O)OCC(=O)c1cc(C)n(Cc2ccco2)c1C was read as TLR4 MyD88 comp 3, STAT1 activator 118, STAT3 act 99, Diaphorase act 0.6, G6PDH CS -3, STAT3 inh 6, Diaph inh CS 39, Hsp70 act 0.0, STAT1 blocker -20 and APP 5UTR inh -164.
`O=C(Oc1nsnc1N1CCOCC1)N1CCCC1` gave TLR4 MyD88 comp -10, STAT1 activator 106, STAT3 act 106, STAT3 inh -5, Hsp70 act -0.6, STAT1 blocker -6 and APP 5UTR inh 10.
`CSCc1ccc(C(=O)Nc2cccc(C)c2C)cc1` gave TLR4 MyD88 comp -7, STAT1 activator 106, STAT3 act 113, Diaphorase act 0.9, G6PDH CS -7, STAT3 inh -17, Diaph inh CS 12, Hsp70 act 0.0, STAT1 blocker -6 and APP 5UTR inh -55.
`O=C(Cn1c(=O)oc2cc(S(=O)(=O)N3CCCC3)ccc21)N1CCc2ccccc2C1` gave TLR4 MyD88 comp 3, STAT1 activator 97, STAT3 act 105, Diaphorase act 0.8, G6PDH CS 11, STAT3 inh 3, Diaph inh CS 23, Hsp70 act -0.3, STAT1 blocker 4 and APP 5UTR inh 3.
C=CCOc1ccc(CNn2c(C)n[nH]c2=S)cc1OC was read as TLR4 MyD88 comp 14, STAT1 activator 108, STAT3 act 116, Diaphorase act 1, G6PDH CS 11, STAT3 inh -19, Diaph inh CS 3, Hsp70 act 0.0, STAT1 blocker -9 and APP 5UTR inh -1.
COc1ccc(OC)c(N(CC(=O)Nc2cccnc2)S(=O)(=O)c2ccc(C)cc2)c1 was read as TLR4 MyD88 comp 7, STAT1 activator 96, STAT3 act 102, Diaphorase act 0.9, G6PDH CS 6, STAT3 inh -2, Diaph inh CS 14, Hsp70 act -0.1, STAT1 blocker 4 and APP 5UTR inh 17.
S=C(NC1CC2CCC1C2)N1CCN(c2cccc(Cl)c2)CC1 (centres undefined) was read as TLR4 MyD88 comp 2, STAT1 activator 91, STAT3 act 100, Diaphorase act 0.9, G6PDH CS 4, STAT3 inh 8, Diaph inh CS 6, Hsp70 act -0.3, STAT1 blocker 8 and APP 5UTR inh 4.
Screening CC(C)c1cc(C(N)=O)c(NC(=O)c2cccc(COc3ccc(Cl)cc3)c2)s1 returned TLR4 MyD88 comp -7, STAT1 activator 68, STAT3 act 48, Diaphorase act 0.7, G6PDH CS 1, STAT3 inh 63*, Diaph inh CS 26, Hsp70 act -0.6, STAT1 blocker 34* and APP 5UTR inh -80.
Screening COc1cccc(N=Cc2c[nH][nH]c2=O)c1 returned TLR4 MyD88 comp 10, STAT1 activator 98, STAT3 act 104, Diaphorase act 0.8, G6PDH CS 7, STAT3 inh -5, Diaph inh CS 17, Hsp70 act -0.3, STAT1 blocker 2 and APP 5UTR inh -29.
For COC(=O)/C=C1/SC(=NC(=O)c2ccccc2)NC1=O the results were TLR4 MyD88 comp -13, STAT1 activator 93, STAT3 act 93, Diaphorase act 0.8, G6PDH CS -10, STAT3 inh 4, Diaph inh CS 21, Hsp70 act -0.5, STAT1 blocker 8 and APP 5UTR inh -1.
Screening COc1ccccc1-c1cc(C(=O)NCCc2ccccc2)no1 returned TLR4 MyD88 comp -4, STAT1 activator 120, STAT3 act 98, Diaphorase act 0.9, G6PDH CS 11, STAT3 inh 9, Diaph inh CS 6, Hsp70 act 0.4, STAT1 blocker -21 and APP 5UTR inh -51.

From PubChem
